Screening results (PubChem)
14-3-3 Bad inh – disrupts binding of bovine 14-3-3 zeta to phospho-Bad peptide. P63103. TR-FRET 14-3-3zeta/Dy647-pBad peptide displacement, 1 h. inhibition, % at 21.7 µM. hit rate 0.71% among 220,000. AID 781;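 active = inhibition above about 70%, limit read from the data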;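 note: 0% = full 14-3-3 plus peptide FRET controls and 100% = background without 14-3-3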
Target sequence (P63103 whole entry, looked up): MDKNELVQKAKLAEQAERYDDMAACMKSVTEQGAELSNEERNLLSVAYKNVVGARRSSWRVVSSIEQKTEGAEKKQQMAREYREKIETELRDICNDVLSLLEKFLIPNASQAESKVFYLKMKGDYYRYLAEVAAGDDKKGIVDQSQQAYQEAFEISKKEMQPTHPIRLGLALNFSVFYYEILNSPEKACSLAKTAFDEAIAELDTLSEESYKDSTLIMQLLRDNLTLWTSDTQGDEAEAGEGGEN
Hck-Nef inh – human Hck-Nef kinase inhibition; inhibition, % at 20 µM; hit rate 0.68% among 220,000; P08631; Recombinant Hck-YEEI plus Nef, Z-Lyte FRET kinase assay;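 active = Hck-Nef kinase inhibition above about 50%, limit read from the data; inactive = inhibition below that limit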;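 note: 0% = DMSO with Hck plus Nef and 100% = Hck alone without Nef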
FXIIa inh – factor XIIa (human) inhibition | purified FXIIa, Boc-QGR-AMC fluorogenic substrate, 2 h | inhibition, % at 5 µM | hit rate 0.3% among 220,000 | AID 800; in the data active = inhibition above about 40%;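 note: 0% = enzyme with no compound and 100% = blank without enzyme; many of its hits are not listed in these tables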
hK5 inh – kallikrein 5 (human) inhibition; recombinant hK5, fluorogenic AMC substrate cleavage; inhibition, % at 5 µM; hit rate 0.59% among 210,000;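 active = inhibition of 40% or more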;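 note: 0% = enzyme controls without compound and 100% = no-enzyme blanks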
Wee1 degr inh – blocks degradation of human Wee1 kinase; P30291; HeLa Luc-Wee1K328M stability, luciferase luminescence; 100% = proteasome inhibitor MG132 effect; reporter increase, % at 5 µM; hit rate 1.2% among 220,000; AID 1321;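 active = activation above the mean of all tested compounds plus 3 SD, set per screening run, cut at about 8.8% in these data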;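 note: cells exposed to compound for 20 h before luminescence read; 0% = DMSO alone and 100% = MG132 at 30 µM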
Runt-SMMHC FRET – blocks binding of human RUNX1 Runt domain to CBFb-SMMHC; Cerulean-Runt/Venus-CBFb-SMMHC FRET ratio 530/480, 1 h; hit rate 0.74% among 220,000; Q01196+Q13951; inhibition, % at 20 µM; AID 1434;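 active = mean inhibition across duplicate retests at 20 µM reaching about 50%, limit read from the data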;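 note: 0% = DMSO wells and 100% = wells with excess untagged CBFb-SMMHC; inhibitors lower the FRET ratio by blocking Runt binding to CBFb-SMMHC; some results filed as inactive read as strong as hits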
FXIa inh 1536 – inhibitors of human coagulation factor XIa | AID 798 | P03951 | purified FXIa, Boc-Glu-Ala-Arg-AMC fluorogenic substrate | inhibition, % at 5 µM | hit rate 0.14% among 220,000;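 active = inhibition of at least 40%; inactive = inhibition below 40%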;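 note: fluorescence of freed AMC excited at 355 nm; 0% = enzyme without compound and 100% = no enzyme blank; many of its hits are not listed in these tables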
Target sequence (P03951 19-387 limits assumed): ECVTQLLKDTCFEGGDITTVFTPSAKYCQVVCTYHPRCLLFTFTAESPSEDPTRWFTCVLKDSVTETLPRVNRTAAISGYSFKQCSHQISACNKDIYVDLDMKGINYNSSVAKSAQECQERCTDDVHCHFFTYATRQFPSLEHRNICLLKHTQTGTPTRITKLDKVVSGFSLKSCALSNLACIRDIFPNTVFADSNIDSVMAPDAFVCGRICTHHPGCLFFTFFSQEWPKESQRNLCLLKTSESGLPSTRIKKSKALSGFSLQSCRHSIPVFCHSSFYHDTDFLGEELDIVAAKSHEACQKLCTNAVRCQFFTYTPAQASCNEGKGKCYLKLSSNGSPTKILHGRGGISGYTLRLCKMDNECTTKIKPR
Target sequence (P03951 388-625 limits assumed): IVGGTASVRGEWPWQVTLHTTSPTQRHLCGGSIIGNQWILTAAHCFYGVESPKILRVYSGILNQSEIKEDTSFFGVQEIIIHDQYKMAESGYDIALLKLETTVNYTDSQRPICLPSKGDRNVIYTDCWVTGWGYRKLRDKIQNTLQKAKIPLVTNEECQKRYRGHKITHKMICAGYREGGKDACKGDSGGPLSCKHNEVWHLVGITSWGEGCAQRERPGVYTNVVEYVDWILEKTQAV
Runt-CBFb FRET – blocks binding of human RUNX1 Runt domain to CBFb | hit rate 0.46% among 220,000 | AID 1496 | inhibition, % at 20 µM | Cerulean-Runt/Venus-CBFb FRET ratio 530/480, 1 h;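 active = inhibition over about 50% at 20 µM in the single-dose screen, limit read from the data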;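 note: 0% = DMSO wells and 100% = excess unlabeled CBFb competitor control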
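Buffer or medium: Tris pH 7.5 buffer with BSA. Assay system: Cerulean-labeled Runt domain protein. Amount: each fluorescent fusion protein 100 nM. Read-out basis: loss of energy transfer signal. Incubation: 1 h compound exposure, room temperature. Probe or stimulus: Venus-CBFb binding partner, 100 nM. Detection: FRET, excitation 422 nm, emission at 530 and 480 nm.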
thrombin 1536 – thrombin (human) inhibition; inhibition, % at 5 µM; alpha-thrombin, Boc-VPR-AMC fluorogenic substrate cleavage; P00734; hit rate 0.26% among 220,000;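 active = inhibition at or above 40%; inactive = inhibition below 40%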;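 note: 0% = enzyme with no compound and 100% = wells without enzyme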
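Material: human alpha-thrombin enzyme / Medium: pH 7.5 Tris (50 mM) with NaCl 150 mM, Tween 20 0.05% / Compound: single-point dosing at 5 µM, 0.2% DMSO / Incubation: enzyme reaction carried out at room temperature / Detection: AMC fluorescence, 355/460 nm / Read-out basis: percent inhibition scaled between no-compound controls and no-enzyme blanks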
* hit, by the source's call; nt = not tested or not shown; [ ] = remark or other dose.

No.	SMILES	FXIIa inh	Runt-SMMHC FRET	14-3-3 Bad inh	Hck-Nef inh	Wee1 degr inh	Runt-CBFb FRET	thrombin 1536	hK5 inh	FXIa inh 1536
1	CCOC(=O)C1=C(C)NC(SCC(=O)Nc2nc(C)cs2)=C(C#N)C1c1cccs1 (stereo not given)	20	-6	-2	25	-2	0	-1	-4	6
2	COc1ccc(CCNC(=O)CN(c2cc([N+](=O)[O-])ccc2OC)S(C)(=O)=O)cc1	13	2	10	6	-1	0	1	2	-1
3	O=C(c1csc2ccccc12)N1CCN(c2ccccn2)CC1	24	1	-6	1	4	1	-6	-17	4
4	CCCCNC(=O)c1cc2nc3c(c(C(F)(F)F)n2n1)CCc1ccccc1-3	10	6	5[fluorescence artefact?]	0	1	nt	-1	-2	1
5	CC(C)(C)NC(=O)NCc1ccco1	8	-4	-1	8	3	1	-5	-6	4
6	COc1cccc(-c2nc(N3CCCCC3C)c3ccccc3n2)c1O (stereo not given)	16	3	-3	0	-1	-2	-13	-21	-4
7	CC(C)(C)Nc1nc(OCC#N)nc(N2CCCCC2)n1	0	-4	1	14	0	-1	-11	-8	-7
8	CC(C)CC(NC(=O)C1CCC(C)CC1)C(=O)NCc1cccnc1 (stereo not given)	14	3	-8	1	-1	2	-5	-14	15
9	Cn1nnc(NC(=O)C(c2ccccc2)c2ccccc2)n1	7	-3	-5[fluorescence artefact?]	-1	-2	-3	-3	-4	-4
10	C=CCn1c(O)c(C2=c3ccccc3=NC2=O)sc1=Nc1ccc(O)cc1	12	-4	-5	28	nt	-1	-6	5	6
11	Cc1occc1-c1nnc(SCC(=O)Nc2ccc(F)cc2)n1Cc1ccccc1	14	0	-12	0	-3	0	4	-8	5
12	Cc1c(Br)c([N+](=O)[O-])nn1CC(=O)N1CCN(Cc2ccccc2)CC1	6	nt	8	16	9.3*	nt	-11	9	4
13	N#CC1=C(N)N(c2ccccc2)C(=O)C1	11	-26	9[fluorescence artefact?]	-2	1	-5	2	5	-17
14	COc1ccc(CSc2nnc(N)s2)cc1F	21	3	-15[fluorescence artefact?]	0	3	2	5	-5	2
15	Cc1nn(Cc2ccccc2)c(N)c1-c1ccccc1	10	0	-13	1	-1	-1	-3	2	2
16	C/C(=N/N=C1\SCC(=O)N1c1ccccc1)c1ccc(C)cc1	7	-10	0	7	1	0	4	-1	1
17	COc1ccc(Nc2cc(C(=O)NCc3cccnc3)c3ccccc3n2)c(OC)c1	3	3	-7	13	-1	-4	1	-6	0
18	COc1cccc2[nH]c3c(=O)n(CCCN4CCOCC4)cnc3c12	-1	-2	-5	5	-3	1	-7	-1	0
19	Cc1ccc(Cc2cc(C)n[nH]c2=O)cc1	7	0	1	11	-1	4	1	2	12
20	Cc1cccc(-c2nsc(SCC(=O)NCc3ccco3)n2)c1	17	-4	1	3	-1	4	4	-20	1
21	Cn1nc(C(F)(F)F)c(/C=N/OC(=O)c2ccccc2)c1Cl	-11	-5	-16	-1	0	-7	-6	9	-10
22	CC(C)c1ccc(C2C3=C(CC(C)(C)CC3=O)NC3=C2C(=O)c2ccccc23)cc1 (stereo not given)	19	4	-3	-1	7	-3	5	10	7
23	O=C(Nc1ccccc1N1CCN(C(=O)c2ccc(Cl)cc2)CC1)c1cc2ccccc2o1	10	1	-6[fluorescence artefact?]	0	3	-3	7	-17	10
24	CN(Cc1cccs1)C(=O)CCc1c[nH]c2ccccc12	nt	-1	-3	-34	-1	0	-3	0	-1
25	COCCCNC(=O)c1ccc(Cn2c(=O)c3ccccc3n(Cc3ccccc3C#N)c2=O)cc1	13	0	2	3	1	2	2	3	4
26	CCC(=O)N(Cc1ccc(S(N)(=O)=O)cc1)C1CC(=O)N(c2ccc(OC)cc2)C1=O (stereo not given)	-5	-2	6	2	1	2	-11	1	-6
27	COCCNC(=O)c1onc(CSc2cc(C)cc(C)c2)c1C(=O)NCCOC	6	-1	5	14	nt	0	1	1	-1
28	O=C(O)C#Cc1cccc2ccccc12	27	-2	7	1	6	-1	11	43*	23
29	CCOc1ccc2[nH]c(=O)c(CN(Cc3ccco3)C(CC)c3nnnn3Cc3ccccc3)cc2c1 (stereo not given)	-2	-64	-4	4	4	-7	-5	-5	-11
30	O=C(COC(=O)c1ccc(Cl)c(S(=O)(=O)N2CCc3ccccc3C2)c1)Nc1ncc(Cl)cc1Cl	12	5	-27[fluorescence artefact?]	0	1	3	-1	-19	8
31	CC(=O)Nc1ccc(NC(=O)C(C)n2c3ccccc3c3nc(=O)cc(C)n32)cc1 (stereo not given)	7	3	-13	-3	-2	-1	-10	-2	-2
32	CC(C)(C)C(=O)COC(=O)c1ccccc1O	3	-3	-11	-19	-1	2	5	-2	0
33	Cn1c(=O)n(C)c2cc([N+](=O)[O-])c(N3CCN(C(=O)c4ccccc4Cl)CC3)cc21	13	-1	-2[fluorescence artefact?]	0	0	-2	3	-6	4
34	Cc1nn(-c2ccccc2)c(Cl)c1/C=N\NC(=O)c1cnccn1	9	4	-7	2	3	-2	0	-9	-1
35	CCN(CC(=O)NC(C)(C)C)C(=O)COc1c(Cl)cc(Cl)c2ccc(C)nc12	5	1	-14	3	-2	0	1	-19	-2
36	S=C(NCCc1c[nH]c2ccccc12)NC1CCCCC1	8	-3	-4	-22	0	nt	-3	-12	5
37	O=C(NNc1ncnc2c1cnn2-c1ccccc1)c1ccco1	9	1	-8	15	-3	-1	3	0	3
38	COc1ccc(C2C(C(=O)NCCCN3CCOCC3)c3ccccc3C(=O)N2c2ccc(OC)cc2)cc1 (stereo not given)	6	2	0	-15	0	0	-1	-4	12
39	COc1ccc(-n2nc(C(=O)N3CCN(Cc4ccc5c(c4)OCO5)CC3)c3ccccc3c2=O)cc1	8	-2	1	-3	4	-6	5	14	3
40	O=C(COc1ccc2ccccc2c1)N1CCN(C(=O)c2cccs2)CC1	3	2	4[fluorescence artefact?]	10	1	-2	-2	-10	-7
41	Cc1ccc(NS(=O)(=O)c2cc(C(=O)N3CCN(C)CC3)ccc2C)cc1C	8	-3	1	7	8.9*	-2	-8	4	-2
42	Cc1nc(N)[nH]c(=O)c1Oc1cccc(C(F)(F)F)c1	4	0	-6	2	1	3	-10	-1	-2
43	CCN(CC)S(=O)(=O)c1ccc2c(c1)C(=NO)c1cc(S(=O)(=O)N(CC)CC)ccc1-2	19	2	4	7	1	-10	0	-10	7
44	Cc1cc(C)cc(OCc2nnc(SCC(=O)OC(C)C)o2)c1	-5	-5	-9[fluorescence artefact?]	3	4	-1	-11	-22	-1
45	N=C1S/C(=C\c2ccc(-c3cccc(Cl)c3)o2)C(=O)N1c1nccs1	4	12	74*[fluorescence artefact?]	51*	0	40	-1	-64	5
46	Cc1cccc(C)c1-n1c(SCC(=O)N2CC(=O)Nc3ccccc32)nc2ccccc2c1=O	3	-2	21	2	-1	-2	-1	-8	16
47	CC(C)c1ccccc1NC(=O)CCCC(=O)O	3	2	5	1	-2	-5	-9	11	-4
48	COc1ccc(CN2C3CCCC2CC(NC(=O)Nc2ccccc2)C3)cc1 (stereo not given)	13	3	-5	-8	0	-2	4	-10	5
49	Cc1ccc(C)c(-c2cc(C(=O)Nc3cccc(C(=O)O)c3)c3ccccc3n2)c1	2	-2	-3	-4	0	-1	4	5	-1
50	CC(=O)Nc1ccc(-n2cc(-c3ccccc3)[nH]c2=S)cc1	11	42	-2	24	2	15	-5	-1	-7

The results go on.
No.	SMILES	FXIIa inh	Runt-SMMHC FRET	14-3-3 Bad inh	Hck-Nef inh	Wee1 degr inh	Runt-CBFb FRET	thrombin 1536	hK5 inh	FXIa inh 1536
51	Cc1nn(-c2c(Cl)cc(Cl)cc2Cl)c(=O)c2ccccc12	18	-1	2[fluorescence artefact?]	-2	1	4	4	1	6
52	CCOC(=O)C1=NN(c2ccccc2)C2(S1)SC(C(C)=O)=C(C)N2c1ccccc1 (stereo not given)	0	2	-2	-2	-3	9	1	-12	1
53	NC(=O)c1ccc(Cl)c2ccccc12	14	1	0	5	-2	0	5	2	2
54	CC1CC(=O)c2cnc(Nc3ccccc3)nc2C1 (stereo not given)	20	-1	-5	7	4	-1	5	-11	6
55	O=C(Cc1sc(-c2ccccc2)nc1-c1ccccc1)Nc1ccccc1	13	2	-21	0	0	1	-12	-21	-3
56	Cc1ccc(C)c(N(CC(=O)NC2CCCC2)C(=O)CCCC(=O)Nc2ccccn2)c1	10	4	-3	-1	8.9*	-3	-1	7	8
57	COc1cccc(C2=NOC(C(=O)Nc3cc(C)on3)C2)c1 (stereo not given)	5	-6	0	13	-3	2	1	2	-1
58	CCOC(=O)c1c(NC(=O)/C=C/c2ccc3c(c2)OCO3)sc(C)c1CC	15	-28	3	-2	-2	-12	-9	-7	0
59	C=CCO/N=C(/CCC)C1=C(N)CC(C)(C)CC1=O	0	1	-3	18	-4	-2	-9	-2	-7
60	Cc1onc(-c2ccccc2)c1CNC(=O)Nc1ccccc1	7	1	2	10	3	2	2	1	2
61	CCCNC(=O)CC(NS(=O)(=O)c1ccc(OC)cc1)c1ccco1 (stereo not given)	7	-4	-2	8	-1	0	-6	20	-1
62	N#C/C(=C/c1ccc(F)cc1)c1nnc(NC(=O)c2ccccc2)s1	-1	81*	31	-14	1	2	-6	-5	-3
63	O=C(/C=C/c1ccccc1Cl)N(Cc1cccs1)C1CCS(=O)(=O)C1 (stereo not given)	1	-3	3	15	0	1	-6	-1	-2
64	COc1cc(OC)cc(C(=O)N[C@H](C(=O)Nc2nc3ccccc3[nH]2)C(C)C)c1	3	0	1	15	2	0	7	-1	-2
65	COc1ccc(-n2nc(C(=O)NCc3cc(OC)ccc3OC)c3c4ccccc4n(C)c3c2=O)cc1	12	-6	-3	-13	-1	-1	1	nt	4
66	COc1cc(C2NC(=O)N(C)C3=C2C(=O)CCC3)cc(OC)c1OC (stereo not given)	13	-4	12	0	-2	-1	-3	-20	9
67	CC(C)(C)c1ccc(Oc2ncccc2NC(=O)c2cccs2)cc1	6	3	0	5	-1	-1	-5	-1	2
68	COc1ccc(S(=O)(=O)Cc2ccc(C(=O)N3CCN(c4ccccc4F)CC3)o2)cc1	0	-1	-5	2	-1	-1	-12	16	-8
69	O=C(Nc1ccc(-c2nc3ccccc3c(=O)o2)cc1)c1ccco1	3	-8	61	4	-1	1	-8	4	4
70	CCN(CC)C(=O)CSc1nnc(CNc2ccc(F)cc2)o1	6	5	-13	1	2	0	-1	1	-3
71	COc1cc(/C=C(/C#N)c2ccc(C)cc2)ccc1Oc1ccc([N+](=O)[O-])cn1	6	0	-2	1	-1	-2	-7	-23	0
72	C/C(=N\O)C(C)(C)Nc1cccc(Br)c1	9	2	2	21	-1	1	3	5	4
73	O=S1(=O)NC(=NCc2ccco2)c2ccccc21	10	3	-9	1	-1	1	-5	0	-7
74	COc1ccc(-c2nsc3c(N4CCN(C(=O)c5ccco5)CC4)ncnc23)cc1	22	-29	9	-1	-2	-8	0	1	19
